# High-throughput results as filed in PubChem.
# KCC2 mod: KCC2 (human) Cl- transport modulation; Q9H2X9; KCC2 cells, thallium flux FluoZin-2 fluorescence; B-score of Tl+ flux slope (higher = more flux/activation; lower = inhibition) at 10 µM; 2.2% of 190,000 active;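 active means thallium flux slope and its plate-corrected score both differing from the plate sample mean at a set confidence after two filtering rounds, in either direction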;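 further: slope of fluorescence scaled to starting intensity during 10 to 20 s after thallium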
# Tb hexokinase: blocks Trypanosoma brucei hexokinase 1 activity. recombinant TbHK1, G6PDH-coupled NADH A340. inhibition, % at 10 µM. 0.11% of 220,000 active. AID 1430;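 active means inhibition of 50% or more in the single-dose primary screen; inactive means inhibition below 50%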
# Thrombin inh: thrombin (human) inhibition; 0.26% of 220,000 active; inhibition, % at 5 µM; AID 1046; alpha-thrombin, Boc-VPR-AMC fluorogenic substrate cleavage;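 active means inhibition at or above 40%; inactive means inhibition below 40%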;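 further: 0% = enzyme with no compound and 100% = wells without enzyme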
#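 Material: human alpha-thrombin enzyme / Medium: pH 7.5 Tris (50 mM) with NaCl 150 mM, Tween 20 0.05% / Compound: single-point dosing at 5 µM, 0.2% DMSO / Incubation: enzyme reaction carried out at room temperature / Detection: AMC fluorescence, 355/460 nm / Read-out basis: percent inhibition scaled between no-compound controls and no-enzyme blanks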
# TRPN1 ag: activates the zebrafish TRPN1 channel. HEK293 zebrafish TRPN1-YFP, Fluo-8 calcium fluorescence; 100% = response to 87 µM carbachol. activation, % at 3 µM. 0.18% of 220,000 active;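 active means activation above its plate's cutoff, the mean activation of test wells on that plate plus 3 SD, cut at about 19% in these data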;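 further: 0% = DMSO alone and 100% = 87 µM carbachol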
#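 Material – zebrafish TRPN1-YFP in HEK293 cells · Doses – 3 µM single point · Schedule – dye 1 h 37 °C plus 30 min RT · Signal – Fluo-8 calcium fluorescence, excitation 470-495 nm, emission 515-575 nm · Read-out – % activation versus carbachol response · Control set – carbachol high, DMSO low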
# PPC-1+TRAIL kill: kills PPC-1 cancer cells in the presence of TRAIL; cell killing (% activity), % at 4 µM; 0.41% of 220,000 active; PPC-1 cells + TRAIL, ATPLite viability luminescence;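 active means cell killing above 50% in the first pass at 4 µM, then a duplicate retest at 5 µM averaging 50% or more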;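 further: plate controls were cells with TRAIL plus DMSO for no effect and medium-only wells lacking cells for full effect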
# m-calpain inh: blocks pig calpain II enzyme activity | AID 1236 | purified calpain II, fluorogenic peptide substrate, 30 min | inhibition, % at 16 µM | 0.37% of 220,000 active;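 active means inhibition above about 50%, limit read from the data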
# EBV gp42 inh: blocks Epstein-Barr virus glycoprotein 42 binding; Q1HVG2; AID 1085; inhibition, % (tested at 21.74 µM); Fluorescence polarization binding assay, mP read-out; 0.42% of 220,000 active; in the data active means inhibition above about 50%
# Target sequence (Q1HVG2 whole entry, looked up): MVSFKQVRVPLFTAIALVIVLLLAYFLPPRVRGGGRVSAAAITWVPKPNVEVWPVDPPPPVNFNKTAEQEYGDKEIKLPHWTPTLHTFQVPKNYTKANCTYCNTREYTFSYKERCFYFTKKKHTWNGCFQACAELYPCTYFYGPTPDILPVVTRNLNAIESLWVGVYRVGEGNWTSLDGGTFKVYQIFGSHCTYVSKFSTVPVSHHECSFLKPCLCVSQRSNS
# Furin inhibitor: inhibitors of human furin; 0.061% of 220,000 active; purified furin, fluorogenic substrate cleavage; inhibition, % at 30 µM; in the data active means inhibition above about 25%; further: inactives centre near -15
# Target sequence (P09958 108-714 limits assumed): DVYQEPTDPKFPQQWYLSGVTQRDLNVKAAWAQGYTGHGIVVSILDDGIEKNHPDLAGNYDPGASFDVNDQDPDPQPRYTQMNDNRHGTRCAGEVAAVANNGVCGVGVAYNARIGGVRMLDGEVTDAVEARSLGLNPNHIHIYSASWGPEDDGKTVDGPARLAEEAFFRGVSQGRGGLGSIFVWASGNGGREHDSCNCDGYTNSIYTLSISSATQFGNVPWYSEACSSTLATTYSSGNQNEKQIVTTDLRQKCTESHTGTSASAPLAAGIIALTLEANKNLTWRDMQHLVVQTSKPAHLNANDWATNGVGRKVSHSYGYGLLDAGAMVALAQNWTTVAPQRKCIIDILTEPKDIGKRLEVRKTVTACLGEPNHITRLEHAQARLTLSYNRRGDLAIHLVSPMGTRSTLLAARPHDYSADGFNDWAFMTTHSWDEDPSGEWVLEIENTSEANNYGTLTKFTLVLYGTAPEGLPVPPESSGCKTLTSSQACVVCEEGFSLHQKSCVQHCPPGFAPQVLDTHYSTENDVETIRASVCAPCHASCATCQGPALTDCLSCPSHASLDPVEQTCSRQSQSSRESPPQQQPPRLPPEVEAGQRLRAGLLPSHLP
# TRPML3 agonist: human mucolipin-3 channel agonism. Q8TDD5. HEK293 TRPML3-YFP, Fluo-8 calcium fluorescence; 100% = the carbachol control signal. activation, % at 3 µM. 0.29% of 220,000 active. AID 1448;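 active means activation above its plate's cutoff, the mean activation of the plate's test wells plus 3 SD, cut at about 12% in these data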;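 further: 0% = DMSO only wells and 100% = carbachol wells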
#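 system = HEK293 cells stably carrying human TRPML3-YFP | doses = one concentration, 3 µM nominal, 0.3% DMSO | timing = dye loading 1 h 37 °C then 30 min ambient, 125 s read | detection = Fluo-8 calcium dye fluorescence, ex 470-495, em 515-575 nm | benchmarks = high control carbachol 87 µM, low control DMSO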
# An asterisk follows results filed as active; · = no result given; [ ] = another dose, or the depositor's remark.
# Every second line gives: KCC2 mod	Tb hexokinase	Thrombin inh	TRPN1 ag	PPC-1+TRAIL kill	m-calpain inh	EBV gp42 inh	Furin inhibitor	TRPML3 agonist
Fc1cccc(CSc2ncnc3c2oc2ccccc23)c1
  0.054	1	0	0.3	2	-16	-3	-20	1.0
Clc1ccc(-c2ccnc(Oc3cc(Cl)ccc3Cl)n2)cc1
  0.65	7	-4	0.9	15	2	-8	-2[20 µM]	0.1
Cc1ccc(C)n1NC(=O)c1ccccc1Cl
  -0.7	4	1	-0.4	-14	-160	-5	-4[20 µM]	-0.8
O=Cc1c(N2CCCCC2)nc2ccccn2c1=O
  0.98	-9	-4	0.4	13	-4	-5	-30	-0.1
O=C(CSc1nc(-c2ccco2)cc(C(F)(F)F)n1)N1CCCc2ccccc21
  0.77	1	1	0.2	-5	-1	6	12[20 µM]	0.7
NC(=O)N/N=C/c1c(Sc2nnnn2-c2ccccc2)nc2ccccn2c1=O
  -0.6	-42	4	0.4	-13	-65	4	5	0.7
CCC1(C)Cc2c(sc3nnn(Cc4ccccc4Cl)c(=O)c23)CO1 (stereo not drawn)
  ·	-2	2	-0.2	8	14	-25	0[20 µM]	0.5
COc1cccc(CN(C)C(=O)c2csc3c2CCCC3)c1OC
  -0.17	-2	-1	1.2	19	34	-20	-21	1.0
CC1CCN(C(=O)c2[nH]cnc2C(=O)N[C@@H](C)C(=O)OCc2ccccc2)CC1
  -0.075	-12	-3	·	-13	10	-16	-21	·
O=C(NCc1ccccc1)C(c1ccc(O)cc1)N(C(=O)Cn1nnc(-c2cccs2)n1)c1ccc2c(c1)OCCO2 (stereo not drawn)
  -0.06	2	-3	1.9	26	-43	2	-14[20 µM]	0.1
CCOC(=O)c1ccc[n+](C(C)C(=O)c2ccc(-c3ccccc3)cc2)c1 (stereo not drawn)
  -0.83	7	0	4.9	25	-1	-3	-20	3.6
CCCc1ccc(C(=O)NNC(=O)c2ccc(Br)cc2)cc1
  -0.23	32	-1	-1.8	23	-24	19	-14	0.8
CN(C)C(=O)N1CCNCC1
  0.18	1	-5	-0.9	-6	-33	-7	-29	0.5
C=CCS(=O)(=O)c1cccc2cccnc12
  0.78	3	-11	1.6	-4	-5	3	-11	0.3
COc1cc(C#N)c(N=C(SCC#N)N2CCOCC2)cc1OC
  -0.033	-4	1	1.1	13	26	3	-14	1.5
CCOC(=O)Cc1csc(NS(=O)(=O)c2ccc3c4c(cccc24)C(=O)N3CC)n1
  -0.07	-10	-9	1.1	2	-39	10	-9	0.2
COc1ccccc1NC(=O)Cn1cnc2sc(C(=O)NCc3ccco3)c(C)c2c1=O
  -0.078	3	1	-0.5	16	10	-10	-16[20 µM]	-0.4
O=C(Nc1cccnc1)c1ccc(Oc2ccccc2)cc1
  ·	6	-4	1.1	14	-3	-4	-19[20 µM]	1.0
CCOP(=O)(OCC)c1nc(-c2ccc(F)cc2)oc1NCc1ccccc1
  -2	-5	-2	-1.0	-5	-81	6	-23	-0.4
O=C(Nc1ccncc1)C1CCN(S(=O)(=O)c2cccs2)CC1
  -0.37	0	1	2.1	2	-7	-5	-27	1.0
COc1ccc(N2CCN(S(=O)(=O)c3ccc(-n4cnnn4)c(C)c3)CC2)cc1
  -0.46	-5	0	-1.2	11	-16	-5	-21	0.2
CCC(C)/C(C)=N/NC(=O)C1COc2ccccc2O1 (stereo not drawn)
  0.78	2	-10	0.9	-3	18	-8	-12	-0.4
COc1cccc(CNC(=O)Cn2ncc3c(=O)oc4ccccc4c32)c1
  -0.08	-6	-5	0.9	0	6	-3	-13	-0.2
COc1ccc(NS(=O)(=O)Cc2ccccc2Cl)cn1
  -0.28	5	-4	-1.8	2	13	-15	-32	-1.5
CCOC(=O)C1(CCc2ccccc2)CCN(C(=O)C2CCCO2)CC1 (stereo not drawn)
  0.14	-9	-4	-1.0	8	28	-10	-17	0.7
C/C(=N\NC(=O)c1ccccc1-n1cccc1)C1CC1
  -0.13	0	-4	0.4	23	6	0	-12	0.0
COc1ccc(-c2nc3ccccc3s2)cc1NC(C)=O
  0.68	-12	-10	1.1	49	-175	-7	-13	0.3
CN(C)S(=O)(=O)c1cccc(-c2cn3ccccc3n2)c1
  1.4	-3	-4	0.1	11	-104	-5	-16	-0.2
CCC(=O)Nc1ccc(S(=O)(=O)Nc2ccccn2)cc1
  0.25	2	-2	1.1	7	-25	-11	-20	0.9
O=C(CSc1ccc2c(c1)OCCO2)Nc1ccc2c(c1)OCO2
  ·	0	1	-0.2	10	10	0	-11[20 µM]	1.1

# Given field by field: entries from further up.
O=C(Nc1ccncc1)C1CCN(S(=O)(=O)c2cccs2)CC1
- KCC2 mod = -0.37
- Tb hexokinase = 0
- Thrombin inh = 1
- TRPN1 ag = 2.1
- PPC-1+TRAIL kill = 2
- m-calpain inh = -7
- EBV gp42 inh = -5
- Furin inhibitor = -27
- TRPML3 agonist = 1.0

COc1ccc(N2CCN(S(=O)(=O)c3ccc(-n4cnnn4)c(C)c3)CC2)cc1
- KCC2 mod = -0.46
- Tb hexokinase = -5
- Thrombin inh = 0
- TRPN1 ag = -1.2
- PPC-1+TRAIL kill = 11
- m-calpain inh = -16
- EBV gp42 inh = -5
- Furin inhibitor = -21
- TRPML3 agonist = 0.2

# Some entries already given, limited to Tb hexokinase, m-calpain inh and EBV gp42 inh.
SMILES | Tb hexokinase | m-calpain inh | EBV gp42 inh
O=C(Nc1ccncc1)C1CCN(S(=O)(=O)c2cccs2)CC1 | 0 | -7 | -5
COc1ccccc1NC(=O)Cn1cnc2sc(C(=O)NCc3ccco3)c(C)c2c1=O | 3 | 10 | -10

# Other compounds:
compound,KCC2 mod,Tb hexokinase,Thrombin inh,TRPN1 ag,PPC-1+TRAIL kill,m-calpain inh,EBV gp42 inh,Furin inhibitor,TRPML3 agonist
COc1cccc(NC(=O)C2CCCN(S(=O)(=O)c3cccc4nsnc34)C2)c1 (stereo not drawn),0.72,-5,2,0.1,4,-34,41,-15,0.7
COc1ccc(C(=O)C[n+]2cccc(C)c2C)cc1[N+](=O)[O-],0.84,-6,11,0.8,4,-33,-31,-27,1.1
COc1ccc(-c2nc3n(n2)C(c2ccccc2)C2=C(CCCC2=O)N3)cc1OC (stereo not drawn),·,-10,0,2.6,1,·,·,-12,1.1
O=C(OCn1ncc(Cl)c(Cl)c1=O)c1cccc(C(F)(F)F)c1,·,6,4,0.0,33,-17,-16,-1[20 µM],0.1
Cc1ccccc1NS(=O)(=O)c1cc(C(=O)N2CCc3ccccc3C2)ccc1C,·,9,-1,-2.2,16,-15,-12,-11[20 µM],-0.2
CCOC(=O)c1c(NC(=O)Cn2cnc3scc(-c4ccc(C)cc4)c3c2=O)sc(C)c1C,0.081,-11,-13,0.1,1,-84,-17,4,0.2
COC(=O)c1sccc1NC(=O)CSc1ccccc1NS(=O)(=O)c1cc(Cl)ccc1Cl,18*,11,1,-0.4,-8,-42,-19,-12[20 µM],0.0
COc1cccc(N/C(SC)=C(/C#N)C(=O)NCc2cccs2)c1,0.19,-15,-4,-1.2,8,35,-6,-5,-0.9
Cc1onc(-c2ccccc2)c1C(=O)Nc1ccc(-c2nnc3n2CCCCC3)cc1,·,-5,-10,1.3,0,-8,-16,-17,-0.6
Oc1ccc(-c2cccc(-c3ccc(O)cc3)n2)cc1,-0.06,5,-6,0.6,10,19,28,-6,1.1

compound,KCC2 mod,Tb hexokinase,Thrombin inh,TRPN1 ag,PPC-1+TRAIL kill,m-calpain inh,EBV gp42 inh,Furin inhibitor,TRPML3 agonist
O=C(CC1C(=O)NCCN1Cc1cccc(Oc2ccccc2)c1)NCCCn1cccn1 (stereo not drawn),0.26,-9,-4,0.1,31,31,-4,-23,-0.5
COc1ccc(S(=O)(=O)NC(CCSC)C(=O)NC2CCCCC2)cc1 (stereo not drawn),0.1,8,23,-1.1,-9,35,-4,-5,-0.4
COc1ccc(Cl)cc1NC(=S)Nc1cccc(C)c1,2.4,0,2,0.8,17,-10,6,-5,0.3
O=C(c1cnc2nc3ccccc3n2c1)c1cc(F)ccc1O,-0.45,-5,-4,0.6,27,-83,-10,-25,0.7
CCC(C)NC(=O)c1n[nH]c(=O)c2ccccc12 (stereo not drawn),0.085,2,5,-0.5,·,-11,-22,-26,-0.3
O=C(CCc1nnc(Cc2ccc3c(c2)OCO3)o1)N(CC1CCC1)CC1CCCO1 (stereo not drawn),-0.84,-5,-12,0.0,6,-4,-5,-11,-0.6
COc1cccc(C2C3CN(C)CC=C3C(C#N)=C(N)C2(C#N)C#N)c1OC (stereo not drawn),-0.69,-7,2,1.9,5,-13,78*,-8[20 µM],0.4
CN(C)CCCNc1ncnc2sc(-c3ccccc3)cc12,-0.58,-46,95*,0.1,38,-46,-8,-31,1.4
C=C(C)n1c(=O)[nH]c2ccccc21,1,1,-8,1.7,10,5,0,-18,-0.1
COc1cc(CCC(=O)OCC(=O)Nc2ccccc2OC(F)F)cc(OC)c1OC,0.33,2,-12,0.2,11,-29,-28,-20,0.7

compound,KCC2 mod,Tb hexokinase,Thrombin inh,TRPN1 ag,PPC-1+TRAIL kill,m-calpain inh,EBV gp42 inh,Furin inhibitor,TRPML3 agonist
CCC1(C)C(Nc2c(C)cccc2C)=NC(=S)N1c1ccc(NC(C)=O)cc1 (stereo not drawn),0.29,0,0,0.7,-2,-14,-16,-13,0.4
CSCCC(NC(=O)C12CC3CC(CC(C3)C1)C2)C(=O)OCC(=O)c1ccccc1 (stereo not drawn),0.48,-2,21,1.9,2,5,-2,-9,2.1
O=C(CCC(=O)N1CCN(C(=O)c2ccco2)CC1)c1ccc(F)cc1,-0.77,0,1,2.1,6,1,5,-25,0.2
Clc1ccccc1Cn1nnc2c(N3CCCC3)ncnc21,-0.46,8,-9,-0.6,12,13,-23,-24,0.0
C=CCn1c(C)cc(-c2csc(N)n2)c1C,-0.2,-2,3,0.1,15,2,-18,-8[20 µM],0.8
Cc1ccc(NC(=O)CS(=O)CC(=O)Nc2ccc3c(c2)OCO3)cc1Cl (stereo not drawn),0.57,8,-3,0.3,10,-28,-14,-35,0.7
CCN(C(=O)COC(=O)c1cc(-c2ccccc2)nc2ccc(Br)cc12)C1CCS(=O)(=O)C1 (stereo not drawn),1.1,1,-8,0.5,12,6,-15,-21,0.3

# Sorted by the number under EBV gp42 inh (smallest number first): some entries from above.
Molecule,EBV gp42 inh
Cc1ccc(NC(=O)CS(=O)CC(=O)Nc2ccc3c(c2)OCO3)cc1Cl (stereo not drawn),-14
CSCCC(NC(=O)C12CC3CC(CC(C3)C1)C2)C(=O)OCC(=O)c1ccccc1 (stereo not drawn),-2
O=C(CCC(=O)N1CCN(C(=O)c2ccco2)CC1)c1ccc(F)cc1,5
